G9a inh = blocks human histone lysine methyltransferase G9a; Q96KQ7; G9a H3K9 monomethylation, AlphaScreen, 2 h; Potency, µM (highest dose often 102 µM), inactives show at the top dose activity, negative = inhibition, hits mostly inhibitors; actives 8.8% (n = 350,000); AID 504332; note: % is set by controls: 0 for no effect and ±100 for the full control effect; nearly all actives have a fitted effect of over 75% in size
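G9a (20 nM) was preincubated 15 min with compound, then reacted 2 h at room temperature with 500 nM biotin-H3K9 peptide and 20 µM SAM. Monomethyl-H3K9 detected by AlphaScreen using anti-H3K9me1 antibody.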
Pol iota inh = inhibitors of human DNA polymerase iota; Potency, µM (series often up to 115 µM), without a hit: top-dose activity, negative = inhibition, usual class: inhibitors; Q9UNA4; actives 1% (n = 390,000); AID 588590; Pol iota fluorescent replication assay, 10 min
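Pol iota at 10 nM preincubated 15 min with compounds at room temperature; reaction started with fluorescent substrate, 50 nM final. Fluorescence read kinetically at 0 and 10 min; buffer-only wells as negative control.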
BLM inh = blocks DNA unwinding by human BLM helicase | P54132 | recombinant BLM DNA unwinding, fluorescence dequenching | Potency, µM (top dose mostly 56.1 µM), without a hit: at the highest dose activity change, negative = inhibition, hits mostly inhibitors | actives 0.2% (n = 350,000) | AID 2528;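 note: plate controls were vehicle for no effect and no enzyme for full effect; nearly all actives have a fitted effect of over 35% in size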
APE1 inh = blocks human APE1 abasic DNA cleavage; P27695; recombinant APE1, TAMRA/BHQ-2 abasic DNA cleavage fluorescence; Potency, µM (doses to about 65.8 µM), for the others: at the top dose activity change, negative = inhibition, actives largely listed as inhibitors; actives 0.35% (n = 350,000); AID 2517;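 note: plate controls were vehicle for no effect and reference inhibitor for full effect; nearly all actives have a fitted effect of over 55% in size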
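APE1 at 0.75 nM final was preincubated with compound 15 min at room temperature, then 50 nM double-stranded THF abasic-site substrate (5'-TAMRA/3'-BHQ-2) was added. Fluorescence (ex 525/em 598 nm) was read kinetically; third-minus-first read gave activity.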
Anesthetic bind = binds horse apoferritin like a general anesthetic; Potency, µM (titrated, usually from 77.5 µM), for inactives: at the highest dose activity change, negative = displacement, usual class: inhibitors; AID 485281; apoferritin/1-aminoanthracene competitive binding, fluorescence; P02791; actives 0.074% (n = 350,000); note: % is set by controls: 0 for no effect and ±100 for the full control effect; nearly all actives have a fitted effect of over 20% in size
Target sequence (P02791 2-175 limits assumed): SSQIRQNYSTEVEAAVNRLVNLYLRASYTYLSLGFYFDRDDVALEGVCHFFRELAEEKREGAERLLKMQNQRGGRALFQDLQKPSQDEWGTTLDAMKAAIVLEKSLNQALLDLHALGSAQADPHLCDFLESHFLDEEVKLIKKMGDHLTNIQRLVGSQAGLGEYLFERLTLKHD
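Horse-spleen apoferritin (10 uM) was mixed with 50% saturated 1-aminoanthracene in PBS, exposed to compounds for 10 min at room temperature, and read for fluorescence (ex 380 nm, em 535 nm). Competitive displacement was fitted with a four-parameter Hill equation.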
Pol beta inh = inhibitors of human DNA polymerase beta; AID 485314; actives 1.3% (n = 340,000); P06746; Potency, µM (top dose mostly 114 µM), for inactives: top-dose activity change, negative = inhibition, most hits filed as inhibitors; Pol beta primer extension/strand displacement, fluorescence kinetic; note: % is set by controls: 0 for no effect and ±100 for the full control effect
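10 nM enzyme + cpd, 15 min RT; start with substrate 50 nM final; read 0 min and after 10 min RT. Corrected, normalized data; 4-parameter Hill curve fit.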
Pol kappa inh = inhibitors of human DNA polymerase kappa. purified Pol kappa, fluorescent DNA synthesis assay, 10 min. actives 0.53% (n = 400,000). AID 588579. Potency, µM (doses to about 107 µM), without a hit: at the top dose activity, negative = inhibition, hits mostly inhibitors; note: % is set by controls: 0 for no effect and ±100 for the full control effect
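Pol kappa 10 nM + cpd, 15 min RT; start w/ substrate 50 nM final; fluorescence kinetic read, 0 and 10 min. Neg ctrl: buffer, no enzyme.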
POLH inh = inhibitors of human DNA polymerase eta; actives 1.2% (n = 390,000); Potency, µM (highest dose often 114 µM), for the others: at the top dose activity change, negative = inhibition, actives largely listed as inhibitors; recombinant Pol eta, fluorescent DNA replication assay; Q9Y253; AID 588591; note: % is set by controls: 0 for no effect and ±100 for the full control effect
Target sequence (Q9Y253 whole entry, looked up): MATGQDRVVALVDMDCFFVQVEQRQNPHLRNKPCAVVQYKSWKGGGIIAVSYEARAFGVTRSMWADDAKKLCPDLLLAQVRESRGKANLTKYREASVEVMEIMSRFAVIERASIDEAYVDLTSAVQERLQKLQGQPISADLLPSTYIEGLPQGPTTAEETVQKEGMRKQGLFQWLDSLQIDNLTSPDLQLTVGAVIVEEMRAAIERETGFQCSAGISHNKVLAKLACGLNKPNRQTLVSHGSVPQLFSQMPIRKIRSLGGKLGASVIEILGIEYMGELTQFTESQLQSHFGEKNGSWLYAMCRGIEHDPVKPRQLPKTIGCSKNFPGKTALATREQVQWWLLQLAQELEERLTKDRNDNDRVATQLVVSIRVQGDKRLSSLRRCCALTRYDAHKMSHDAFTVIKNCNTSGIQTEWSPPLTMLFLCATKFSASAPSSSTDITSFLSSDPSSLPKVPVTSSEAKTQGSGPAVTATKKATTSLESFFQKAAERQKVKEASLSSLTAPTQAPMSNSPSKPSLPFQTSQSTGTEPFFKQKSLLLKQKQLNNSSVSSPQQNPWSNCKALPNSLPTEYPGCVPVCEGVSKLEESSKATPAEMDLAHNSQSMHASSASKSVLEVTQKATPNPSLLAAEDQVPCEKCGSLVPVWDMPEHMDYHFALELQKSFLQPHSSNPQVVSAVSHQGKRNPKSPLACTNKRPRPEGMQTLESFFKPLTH
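Fluorescent replication assay: 50 nM final substrate added after a 15 min room-temperature compound preincubation with 10 nM enzyme. Signal taken at 0 min and again at 10 min.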
BAZ2B inh = blocks human BAZ2B; Potency, µM (highest dose often 114 µM), inactives show at the highest dose activity change, negative = inhibition, actives largely listed as inhibitors; Q9UIF8; actives 4.4% (n = 360,000); AID 504333; AlphaScreen BAZ2B-H3K14Ac peptide displacement; note: % is set by controls: 0 for no effect and ±100 for the full control effect; nearly all actives have a fitted effect of over 60% in size
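Complex of BAZ2B and biotin-H3K14Ac (50 nM apiece) forms over 30 min at RT, then faces library compounds up to 110 uM for another 30 min; AlphaScreen beads added, 20 min dark incubation, luminescence read.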
* marks the source's active call; other numbers are inactive results; & = joins results of further samples; [ ] = remark or other dose. Calls come from the whole dose curve; as a rule, active = well fitted curve in the direction sought with a large enough effect; inconclusive = small, poorly fitted or top-dose-only effect, or another doubt; inactive = no such curve, though single readings can be large; an effect the other way counts as inactive or inconclusive. Potency is the fitted concentration of half-maximal effect.

Screening CCCCCC(=O)Nc1cccc(C2=NOC3(C2)C[C@@H](C(N)=O)N(C(=O)CC(c2ccccc2)c2ccccc2)C3)c1 (some centres undefined) returned G9a inh -9%[59 µM], Pol iota inh -2%, BLM inh -15%, APE1 inh -11%, Anesthetic bind inconclusive, Pol beta inh -6%, Pol kappa inh -15%, POLH inh -12% and BAZ2B inh -28%.
Screening CCCCNC(=O)c1[nH]c(C)c(C(C)=O)c1C returned G9a inh -31%, Pol iota inh 71%[activator], BLM inh 5%, APE1 inh 10%, Anesthetic bind -1%, Pol beta inh -3%, Pol kappa inh -14%, POLH inh -15% and BAZ2B inh -3%.
For O=C(c1cc(C(=O)c2ccco2)cc(C(=O)c2ccco2)c1)c1ccco1 the results were G9a inh -11%[59 µM], Pol iota inh inconclusive, BLM inh -19%, APE1 inh 32µM*, Anesthetic bind -6%, Pol beta inh inconclusive, Pol kappa inh -9%, POLH inh -19% and BAZ2B inh -1%.
Screening CN1C(=O)/C(=C/c2ccccc2Cl)Sc2ccc(C(=O)NCc3cccnc3)cc21 returned G9a inh inconclusive, Pol iota inh 43%[activator], BLM inh -6%, APE1 inh 4%, Anesthetic bind inconclusive, Pol beta inh 7%, Pol kappa inh -6%, POLH inh -5% and BAZ2B inh inconclusive.
Screening CCOC(=O)c1c(NC(=O)CC2SC(N)=NC2=O)sc2c1CCC(C)C2 (centres undefined) returned G9a inh 28%[59 µM], Pol iota inh inconclusive, BLM inh -4%, APE1 inh 4%, Anesthetic bind -8%, Pol beta inh 2%, Pol kappa inh -41%, POLH inh inconclusive and BAZ2B inh -35%.
`O=C(c1cc(C(F)(F)F)cc(C(F)(F)F)c1)N1CCC2(CCCN(c3ncccn3)C2)CC1` gave G9a inh 7%[12.7 µM], BLM inh -8%, APE1 inh 0% and Pol kappa inh -17%[60.1 µM].
Screening CCCCSc1nc2sc3c(c2c(=O)n1-c1ccccc1)CCN(C)C3 returned G9a inh inconclusive, Pol iota inh inconclusive, BLM inh 0%, APE1 inh -1%, Anesthetic bind inconclusive, Pol beta inh 4%, Pol kappa inh -18%, POLH inh -8% and BAZ2B inh -26%.
Screening COc1cccc(OCc2cc(C(=O)N(Cc3ccccc3)CC3CC3)no2)c1 returned G9a inh 184%[activator][59 µM], Pol iota inh 48%[activator], BLM inh -11%, APE1 inh 23%, Anesthetic bind 5%, Pol beta inh -1%, Pol kappa inh -4%, POLH inh -18% and BAZ2B inh 6%.
`CCOc1ccccc1NC(=O)CCCCCN1C(=O)[C@@H]2Cc3ccccc3CN2C1=O` gave G9a inh inconclusive, Pol iota inh 3%, BLM inh -2%, APE1 inh -9%, Anesthetic bind -8%, Pol beta inh -24%, Pol kappa inh -12%, POLH inh -10% and BAZ2B inh -5%.
O=C(Nc1ccc(O)cc1)N1CCOCC1 was read as G9a inh inconclusive, Pol iota inh 11%, BLM inh 1%, APE1 inh 7%, Anesthetic bind -10%, Pol beta inh 4%, Pol kappa inh -6%, POLH inh -13% and BAZ2B inh -2%.
CC1CCN(S(=O)(=O)c2ccc3c(c2)N(CC(=O)NC(C)C)C(=O)CS3)CC1 was read as G9a inh 5%[59 µM], Pol iota inh 27%, BLM inh -3%, Anesthetic bind 5%, Pol beta inh 3%, Pol kappa inh -6%, POLH inh -7% and BAZ2B inh 0%.
For COc1ccc(S(=O)(=O)N2CCN(C(=O)N(C)C)C2C)cc1 (centres undefined) the results were G9a inh 12%, Pol iota inh 13%, BLM inh 1%, APE1 inh 29%, Anesthetic bind -7%, Pol beta inh 7%, Pol kappa inh 7%, POLH inh -3% and BAZ2B inh 7%.
CC(=O)Cn1c(=O)c2c(nc3n2CCCN3Cc2ccccc2)n(C)c1=O was read as G9a inh -15%, Pol iota inh 9%, BLM inh -1%, APE1 inh 12%, Anesthetic bind -1%, Pol beta inh -16%, Pol kappa inh -7%, POLH inh -3% and BAZ2B inh -11%[57.1 µM].
`O=C(CCc1nc2ccccc2c(=O)[nH]1)NC1CCN(Cc2ccccc2)CC1` gave G9a inh 15%, Pol iota inh 14%, BLM inh 1%, APE1 inh 4%, Anesthetic bind -5%, Pol beta inh 6%, Pol kappa inh -18%, POLH inh 2% and BAZ2B inh 11%.
For CCOc1cc2c(cc1OCC)C(CC(=O)O)N(C(=O)Nc1ccccc1C(F)(F)F)CC2 (centres undefined) the results were G9a inh -19%[59 µM], Pol iota inh -6%, BLM inh 1%, Anesthetic bind 16%, Pol beta inh 8%, Pol kappa inh -3%[60.1 µM], POLH inh -2% and BAZ2B inh -15%.
COCCNC(=O)C1CC2Cn3c(nc4cc5ccccc5cc43)C2N1C (centres undefined) was read as G9a inh -10%[12.7 µM], Pol iota inh -23%, BLM inh 2%, APE1 inh 1%, Anesthetic bind 10%, Pol beta inh -3%, Pol kappa inh 11%, POLH inh 4% and BAZ2B inh 7%.
For CCCCN1C(=N)N([C@@H](C)CN2CCC[C@H]2CN2C(N)=NC[C@@H]2Cc2ccccc2)C[C@H]1Cc1ccccc1 the results were Pol iota inh -16%, APE1 inh inconclusive, Pol kappa inh -5% and POLH inh -4%.
`NC1=NC2CS(=O)(=O)CC2S1` (centres undefined) gave G9a inh inconclusive, Pol iota inh 10%, BLM inh -14%, APE1 inh 2%, Anesthetic bind 10%, Pol beta inh 48%, Pol kappa inh -7%, POLH inh -7% and BAZ2B inh inconclusive.
CCOc1ccc(C2CC(c3ccc(CC)cc3)Nc3nc(N)nn32)cc1 (centres undefined) was read as G9a inh -6%, Pol iota inh 21%, BLM inh 2%, APE1 inh 15%, Anesthetic bind -5%, Pol beta inh 9%, Pol kappa inh 7%, POLH inh -19% and BAZ2B inh -5%.
Screening O=C(N/N=C/c1cccnc1)c1cccc(NC(=O)c2ccc(Cl)cc2)c1 returned G9a inh inconclusive, Pol iota inh inconclusive, BLM inh -16%, APE1 inh 0%[12.4 µM], Anesthetic bind 4%, Pol beta inh 40µM*, Pol kappa inh -20%, POLH inh inconclusive and BAZ2B inh -13%.
For CCOC(=O)Cn1c(=O)n(C2CCCCC2)c2nc(-c3ccc(CC)cc3)nc(C(N)=O)c21 the results were G9a inh 10%[59 µM], Pol iota inh -7%, BLM inh -1%, Anesthetic bind -1%, Pol beta inh 36%[activator], Pol kappa inh -6%[60.1 µM], POLH inh -4% and BAZ2B inh -1%.
`COc1ccc(C2c3[nH]c4ccccc4c3C[C@H]3C(=O)N(c4ccccc4C(=O)N4CCC[C@H]4C(=O)O)C(=O)N23)cc1` (some centres undefined) gave G9a inh 3%[12.7 µM], Pol iota inh 14%, BLM inh -4%, APE1 inh 34%, Anesthetic bind -11%, Pol beta inh 9%, Pol kappa inh 5%, POLH inh -16% and BAZ2B inh -33%.
Cc1ccc(O)c(CNc2nc3ccccc3n2C(C)C)c1 was read as Pol iota inh 27%, BLM inh 1%, APE1 inh -7%, Anesthetic bind 0%, Pol beta inh 25%, Pol kappa inh -4%, POLH inh -8% and BAZ2B inh -8%.
For COc1ccccc1NS(=O)(=O)c1ccc(Cl)c(NC(=O)C(C)N2C(=O)c3ccccc3C2=O)c1 (centres undefined) the results were G9a inh 50µM*, Pol iota inh 9%, BLM inh 3%, APE1 inh 3%, Anesthetic bind 5%, Pol beta inh 2%, Pol kappa inh -9%, POLH inh -13% and BAZ2B inh -10%.
`Cc1sc2c(c1C)c(=O)n(-c1ccc(Cl)cc1)c(=O)n2CC(=O)c1ccccc1` gave G9a inh 6%[59 µM], Pol iota inh 26%, BLM inh 0%, Anesthetic bind -8%, Pol beta inh 14%, Pol kappa inh -2%, POLH inh -2% and BAZ2B inh -8%.
For COc1ccc(Br)c2oc(SC)cc(=O)c12 the results were G9a inh 40µM*, Pol iota inh -14%, BLM inh -4%[75.6 µM], APE1 inh inconclusive, Anesthetic bind inconclusive, Pol beta inh 2%, Pol kappa inh -2%&-1%, POLH inh -12% and BAZ2B inh inconclusive.
Screening O=C(CCC(=O)c1ccc(F)cc1)Nc1ccc(Cl)cc1 returned G9a inh inconclusive, Pol iota inh 13%, BLM inh -5%, Anesthetic bind -12%, Pol beta inh 1%, Pol kappa inh -14%[60.1 µM], POLH inh -17% and BAZ2B inh 6%.
`CCN(CC)c1ccc(NC(=O)c2ccc3c(c2)c(C)c(C)n3C)cc1` gave G9a inh 3.2µM*, Pol iota inh 40%[activator], BLM inh -4%, APE1 inh 4%, Anesthetic bind -8%, Pol beta inh -13%, Pol kappa inh -9%, POLH inh -14% and BAZ2B inh 11µM*.
COC(=O)c1cn(C(=O)c2cc(OC)c(OC)c(OC)c2)c2ccccc12 was read as Pol iota inh 9%, BLM inh -4%, APE1 inh -11%, Anesthetic bind -2%, Pol beta inh 7%, Pol kappa inh 9%, POLH inh -24% and BAZ2B inh 12%.
For CCC1CN(C(=O)N2CCC(C(=O)Nc3ccccc3OC)CC2)c2ccccc2O1 (centres undefined) the results were G9a inh 18%, Pol iota inh 3%, BLM inh -1%, APE1 inh 16%, Anesthetic bind -11%, Pol beta inh 3%, Pol kappa inh 15%, POLH inh -15% and BAZ2B inh -28%.
For COC(=O)CCCC(=O)N1CCCC(CCC(=O)NCc2ccc(F)c(F)c2)C1 (centres undefined) the results were G9a inh 6%, Pol iota inh 37%[activator], BLM inh 5%, APE1 inh 8%, Anesthetic bind -12%, Pol beta inh -7%, Pol kappa inh 3%, POLH inh -20% and BAZ2B inh inconclusive.
For CC(=O)N1CCc2[nH]c3ccccc3c2C1 the results were G9a inh -38%, Pol iota inh 14%, BLM inh 0%, APE1 inh 13%, Anesthetic bind 0%, Pol beta inh 21%, Pol kappa inh -15%, POLH inh 5% and BAZ2B inh -36%.
`COc1cc(C(C)=O)ccc1Oc1ncnc2c1cnn2-c1ccc(C)c(C)c1` gave G9a inh -5%[59 µM], Pol iota inh 19%, BLM inh 1%, APE1 inh 0%, Anesthetic bind -8%, Pol beta inh 5%, Pol kappa inh -1%, POLH inh -21% and BAZ2B inh -3%.

From PubChem BioAssay

A portion of the library. The share of hits here may be higher or lower than overall.
